Rab7 wt modul: dog Rab7 wildtype GTP binding, inhibitors and activators. GST-Rab7 beads, fluorescent GTP binding, flow cytometry; actives lie on both sides; untreated = 100%, excess cold GTP = 0%. GTP binding activity (percent of control), % at 10 µM. actives 0.055% (n = 190,000). AID 758;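 active = fluorescent GTP binding to Rab7 beads changed by at least 20 points from the 100% baseline, either direction, mostly lower; inconclusive = compound itself probably fluorescent, or too few beads counted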;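 also: median green fluorescence of bound Bodipy-FL-GTP per Rab7 bead population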
ABCG2 inh: human ABCG2 inhibition, ABCB1 as counter-screen; Q9UNQ0; IgMXP3 cells, JC-1 efflux, flow cytometry; inhibition, % at 6.6 µM; actives 0.1% (n = 190,000);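 active = inhibition above 80%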;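 also: 0% = DMSO and 100% = nicardipine control wells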
Target sequence (Q9UNQ0 whole entry, looked up): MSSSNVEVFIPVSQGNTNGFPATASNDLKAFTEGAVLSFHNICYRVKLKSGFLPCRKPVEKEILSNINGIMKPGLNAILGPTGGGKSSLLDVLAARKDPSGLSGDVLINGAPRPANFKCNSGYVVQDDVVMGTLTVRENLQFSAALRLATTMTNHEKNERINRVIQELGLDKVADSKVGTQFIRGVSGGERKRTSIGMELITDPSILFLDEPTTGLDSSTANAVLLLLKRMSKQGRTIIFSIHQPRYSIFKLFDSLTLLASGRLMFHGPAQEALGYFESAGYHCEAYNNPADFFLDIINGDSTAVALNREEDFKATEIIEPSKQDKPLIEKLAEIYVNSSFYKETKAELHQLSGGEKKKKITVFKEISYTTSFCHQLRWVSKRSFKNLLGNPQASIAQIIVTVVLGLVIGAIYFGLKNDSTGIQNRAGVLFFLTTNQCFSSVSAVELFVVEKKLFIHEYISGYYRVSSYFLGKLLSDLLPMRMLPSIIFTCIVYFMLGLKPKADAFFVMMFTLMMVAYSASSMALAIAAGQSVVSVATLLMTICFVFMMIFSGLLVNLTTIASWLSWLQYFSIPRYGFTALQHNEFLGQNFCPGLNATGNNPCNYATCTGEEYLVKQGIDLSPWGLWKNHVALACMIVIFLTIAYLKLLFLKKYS
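test system = two drug-resistant human cell lines, ABCG2 and ABCB1 | amount = 3 million cells/mL final, two lines in 1:1 ratio | reagent = JC-1 transporter substrate | doses = one concentration, 6.6 µM final | incubation = 10 min at 25 °C | signal = flow cytometric JC-1 green MFI at 530 nm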
Avidin bead fluor: avidin bead compound fluorescence profile. Avidin beads, compound fluorescence 488/530 nm, flow cytometry; active compounds read high. fluorescence (KMESF) at 10 µM. actives 0.38% (n = 220,000); in the data active = fluorescence above about 47; also: inactives centre near 10
Rab2 wt GTP: changes GTP binding to wildtype dog Rab2A, up or down; GST-Rab2 wt beads, Bodipy-GTP binding, flow cytometry; P61105; actives 0.19% (n = 190,000); GTP binding activity, % at 10 µM;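 active = GTP binding activity at least 20 points away from 100%, either lowered or raised; inconclusive = signal likely due to the compound's own green fluorescence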;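 also: 0% = beads with excess unlabeled GTP and 100% = no-compound control corrected for plate trend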
Pf gametocyte: kills late stage P. falciparum gametocytes. inhibition, % at 10.9 µM. P. falciparum stage V gametocytes, ATP luminescence, 24 h. actives 0.065% (n = 150,000);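 active = inhibition above the mean plus 3 SD of compounds within the control limits, set per campaign, cut at about 38% in these data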;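 also: 0% = DMSO wells and 100% = medium only without gametocytes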
HRas wt GTP: modulators of GTP binding to human HRas wildtype; P01112; GST-Ras wt beads, Bodipy-FL-GTP binding, flow cytometry; actives lie on both sides; GTP binding activity, % at 10 µM; actives 0.14% (n = 190,000); AID 759;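 active = GTP binding activity at least 20% away from the 100% baseline, either lowered as inhibitor or raised as activator; inconclusive = flagged as likely green fluorescent, judged across all proteins in the well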;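 also: 0% = unlabeled GTP competition control and 100% = no-compound control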
Target sequence (P01112 whole entry, looked up): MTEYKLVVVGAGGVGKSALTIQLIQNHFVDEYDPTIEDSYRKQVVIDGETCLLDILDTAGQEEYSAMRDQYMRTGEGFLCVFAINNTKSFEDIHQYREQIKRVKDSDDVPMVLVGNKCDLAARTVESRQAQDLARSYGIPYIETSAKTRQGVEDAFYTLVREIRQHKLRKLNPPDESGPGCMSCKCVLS
Rac1 wt modul: modulators of human Rac1 wildtype GTP binding; P63000; GST-Rac1 beads, fluorescent GTP binding, flow cytometry; actives lie on both sides; 0 = cold GTP competed, 100 = untreated; GTP binding activity (% of control), % at 10 µM; actives 0.27% (n = 190,000);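 active = GTP binding activity at least 20 points away from the 100% control level, either lower or higher; inconclusive = compound flagged as likely green fluorescent, judged across all proteins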
Rac1 act GTP bind: modulators of GTP binding to human Rac1 activated mutant. percent activity (GTP binding), % at 10 µM. GST-Rac1 activated beads, fluorescent GTP binding, flow cytometry; actives lie on both sides; 100% means binding = to untreated wells. actives 0.11% (n = 190,000);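 active = GTP binding at least 20 percentage points away from the 100% baseline, in either direction, so actives lie on both sides; inconclusive = Compound likely fluorescent itself, or too few beads counted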
Cdc42 wt: modulators (inhibitors or activators) of GTP binding to human Cdc42 wildtype. P60953. GST-Cdc42 beads, Bodipy-GTP binding, flow cytometry; actives lie on both sides. percent activity (GTP binding), % at 10 µM. actives 0.2% (n = 190,000);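 active = percent activity GTP binding at least 20 points away from the 100% baseline, either down as inhibitor or up as activator; inconclusive = compound flagged as likely green fluorescent from well-wide comparison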;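 also: median bead fluorescence of bound Bodipy-FL-GTP at 100 nM; 0% = excess unlabeled GTP control and 100% = no compound control; below 100% means less GTP binding so inhibitor and above means activator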
Target sequence (P60953 whole entry, looked up): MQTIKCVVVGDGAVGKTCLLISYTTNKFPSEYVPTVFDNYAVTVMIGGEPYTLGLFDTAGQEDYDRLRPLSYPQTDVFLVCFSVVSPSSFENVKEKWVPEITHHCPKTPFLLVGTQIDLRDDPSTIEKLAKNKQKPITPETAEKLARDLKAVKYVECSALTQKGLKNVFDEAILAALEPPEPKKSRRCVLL
Mcl1-Noxa inh: Mcl-1/Noxa interaction inhibition; Q07820; TR-FRET Mcl-1/Noxa peptide binding, 2 h; inhibition, % at 21.7 µM; actives 1.5% (n = 220,000); AID 1022;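 active = compounds that cut the protein-peptide binding signal by more than 50% relative to plate controls in a single-dose test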;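 also: His-tagged Mcl-1 with rhodamine Noxa BH3 peptide and terbium anti-His antibody; 0% = Mcl-1 plus Noxa peptide wells and 100% = peptide-only wells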
ABCB1 block: blocks JC-1 efflux by human ABCB1 transporter. P08183. CCRF-Adr cells, flow cytometry. inhibition, % at 6.6 µM. actives 0.067% (n = 190,000). AID 1326; in the data active = inhibition above about 40%;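 also: 0% = vehicle and 100% = reference inhibitor; higher value means more JC-1 retained so stronger ABCB1 efflux block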
Starred values were filed as active, the others as inactive; ? = inconclusive; . = no result given; & = joins results of further samples; [ ] = remark or other dose. Rows were taken by chance; overall some 2.3% were active at least once.

Second line of a record – Rab7 wt modul	ABCG2 inh	Avidin bead fluor	Rab2 wt GTP	Pf gametocyte	HRas wt GTP	Rac1 wt modul	Rac1 act GTP bind	Cdc42 wt	Mcl1-Noxa inh	ABCB1 block
Brc1ccc(-c2cn3ccccc3n2)s1
 : 103	10	10	99	12	104	106	97	105	11	0.1
COc1ccc(NC(=O)COC(=O)c2ccc(O)cc2)c([N+](=O)[O-])c1
 : 105	3	31	98	-4	100	101	97	96	18	0.6
Cc1occc1-c1nnc(SCC(=O)NC2CCCC2)n1-c1ccccc1
 : 102	1	6	102	5	100	107	102	97	9	0.7
CC(C)(C)C1CCC2(CC1)C(C#N)=C(SCC(=O)NC1CCCCC1)NC(=O)C2C#N (centres undefined)
 : 100	0	11	100	.	102	101	100	101	3	1.0
Cc1ccc(NC(=O)CCN2C(=O)c3cccc4cccc(c34)C2=O)cc1
 : 104	14	9	103	-4	101	101	96	105	16	0.9
CCOC(=O)C1(c2ccccc2)NC(c2ccccc2C)C2C(=O)N(c3ccc4c(c3)OCO4)C(=O)C21 (centres undefined)
 : 97	11	37	99	.	98	100	97	98	2	3.4
CCOC(=O)N1CCN(/C=C(\C#N)c2nc3ccccc3s2)CC1
 : 120*[activator]	87*	37	129*[activator]	-21	121*[activator]	124*[activator]	118	114	6	64*
COc1cc(CNCc2ccccn2)ccc1OCc1ccccc1Cl
 : 97	5	3	98	.	100	104	102	97	24	0.8
O=C(COC(=O)/C=C/c1cccc(Br)c1)NCCC1=CCCCC1
 : 98	6	2	94	2	98	94	93	96	5	0.5
CN(C)S(=O)(=O)c1ccc(S(=O)(=O)N2CCN(CCC#N)CC2)cc1
 : 102	8	7	99	.	100	99	96	100	2	0.6
Clc1ccc(/C=C/c2nc3ccccc3[nH]2)cc1
 : 98	0	27	98	.	98	102	99	96	12	0.0
CC1CC(C)CN(c2ccc(-n3cnnn3)cc2[N+](=O)[O-])C1 (centres undefined)
 : 99	7	9	101	.	101	100	97	99	12	0.0
Cn1c(=O)c(Cc2ccccc2)c(O)c2ccccc21
 : 97	15	23	100	.	100	106	100	103	15	0.4
N#Cc1sc2nc(-c3ccccc3)cc(C(F)(F)F)c2c1N
 : 105	1	8	101	.	101	100	96	100	2	-0.1
COc1ccc(-n2c(SCC(=O)N3CCOCC3)nc(O)c(Cc3ccccc3)c2=O)cc1
 : 104	0	9	101	.	100	103	97	98	-3	0.1
Nc1nonc1C(=O)NCCNCc1ccccc1OCc1ccc(F)cc1
 : 98	3	18	97	.	100	99	97	100	18	0.9
COc1cccc(-c2cc(C(F)(F)F)nc(N3CCC(C)CC3)n2)c1
 : 106	0	14	100	.	99	104	98	94	8	0.0
O=C(Nc1ccccc1)/C(=C\c1cccs1)NC(=O)c1ccccc1
 : 98	5	15	99	-38	98	99	97	98	7	0.1
N#Cc1nc(-c2ccco2)oc1N1CCC(Cc2ccccc2)CC1
 : 99	2	12	99	-3	99	97	99	100	3	0.5
C1CSC2(N1)C1CC3CC(C1)CC2C3 (centres undefined)
 : 101	0	12	101	-14	98	98	97	98	2	0.1
CC(C)(C)c1ccc(-c2cc(N)n[nH]2)cc1
 : 100	0	4	103	.	101	105	101	100	3	-0.1
CCOP(=O)(OCC)C(C)(C)NC(=O)c1cc([N+](=O)[O-])cc([N+](=O)[O-])c1
 : 100	1	.	100	16	102	110	102	105	7	0.1
CCCOC(=O)C1=C(C)N(C)C(=O)NC1c1cc2c(cc1[N+](=O)[O-])OCO2 (centres undefined)
 : 106	2	12	98	.	95	97	92	93	30	0.2
CC(C)CCNC(=O)CCC(=O)NNc1nc2ccccc2c2nc(-c3ccccc3)nn12
 : 99	1	13	96	2	97	95	97	99	-18	-0.2
Clc1ccc(OCc2nnc(SCc3nc4ccccc4[nH]3)n2Cc2ccco2)cc1
 : 103	4	8	99	-13	100	99	97	97	-22	1.4
CCOc1ccc(C2/C(=C(/O)c3ccc(OC)cc3)C(=O)C(=O)N2c2cc(C)on2)cc1OC (centres undefined)
 : 102	0	13	100	.	101	104	98	103	25	-0.1
Fc1ccc(C2CC(c3ccccc3)n3ncnc3N2)cc1 (centres undefined)
 : 96	4	13	97	-13	97	95	94	97	-9	1.1
C/C(=N\NC(=O)c1ccccc1)c1nc2ccccc2n1C
 : 95	6	14	97	.	100	102	97	102	3	0.6
Cc1ccc(S(=O)(=O)N2CCOCC2)cc1C(=O)NC1CCCCC1
 : 104	1	6	104	.	105	113	102	104	-2	0.8
Cc1ccc(C)n1-c1ccc(C(=O)NCC2CCCO2)cc1 (centres undefined)
 : 94	0	4	95	.	97	98	98	99	7	0.1
O=C(CSc1nnnn1C1CCCCC1)Nc1ccc2c(c1)OCO2
 : 107	0	14	104	.	102	98	97	100	2	-0.1
CCOc1ccc(NC(=O)CSc2nc3ccccc3c(=O)n2Cc2cccs2)cc1
 : 96	1	7	97	.	97	102	98	100	10	0.8
Cc1ccnc(NS(=O)(=O)c2ccc(NC(=O)c3ccc(Br)o3)cc2)n1
 : 104	0	21	99	-27	101	96	95	96	24	0.2
CCC(C(=O)NCc1ccco1)n1nc(-c2ccc(OC)cc2)ccc1=O (centres undefined)
 : 97	1	19	97	.	100	98	95	98	28	0.6
CC(=O)c1cccc(NC(=O)CN2C(=O)COc3ccc(Cl)cc32)c1
 : 92	5	17	94	-14	95	92	92	93	20	0.9
Cc1ccc(-c2cn(-c3ccccc3)c(SCC(=O)NC3CCS(=O)(=O)C3)n2)cc1C (centres undefined)
 : 98	5	11	100	2	99	102	99	105	8	0.8
Cc1sc(N/N=C/c2cccnc2)nc1-c1ccccc1
 : 100	5	15	101	-3	101	99	100	102	5	0.6
Fc1ccc(-n2c(Cc3cccs3)n[nH]c2=S)cc1Cl
 : 101	12	8	95	-24	95	95	89	94	15	0.5
Cc1cc2ncn(C(=O)c3ccc4c(c3)OCO4)c2cc1C
 : 103	1	13	102	16	101	96	96	100	-7	0.3
Cn1c(=O)c2c(O)cc(=O)n(-c3ccccc3)c2n(C)c1=O
 : 102	.	6	101	7	102	106	99	104	-4	.
O=c1c2ccccc2[nH]c(=S)n1CCN1CCC(=C(c2ccc(F)cc2)c2ccc(F)cc2)CC1
 : 97	-1	14	98	.	97	94	98	98	1	0.1
O=C(c1cc2ccccc2o1)N1CCCC1
 : 97	2	8	95	6	93	97	97	95	7	0.1
Cc1ccc(C)c(N(C(=O)c2snc(C(N)=O)c2N)C(C(=O)NCC2CCCO2)c2cccs2)c1 (centres undefined)
 : 94	0	12	94	.	93	91	94	93	0	1.6
COC(=O)c1sc(NC(=O)CSc2nc3cccnc3n2C2CCCCC2)nc1C
 : 99	-1	24	97	.	99	97	97	96	9	-0.3
CN1CCN(C(=O)CCn2nc(-c3ccccc3)c3ccccc3c2=O)CC1
 : 100	2	11	98	.	100	98	97	100	11	0.8
O=S(=O)(Nc1ccc(S(=O)(=O)Nc2nccs2)cc1)c1ccc2c(c1)OCCO2
 : 103	0	7	99	-3	104	109	99	100	-7	-0.1
Brc1ccccc1C1CC(c2ccccc2)=Nc2ccccc2N1 (centres undefined)
 : 101	4	14	102	16	101	103	100	101	12	0.3
O=C(CN1CCC(N2CCCCC2)CC1)N1CCCc2ccccc21
 : 100	-1	14	99	.	99	98	97	101	31	-0.8
COc1cccc(C2=NN(C(=O)c3ccccc3)C(O)(C(F)(F)F)C2)c1 (centres undefined)
 : ?	0	11	?	.	?	?	?	?	15	0.1
CCn1cc(C(=O)NCc2ccco2)c(=O)c2cc(F)c(N3CCN(C(=O)c4ccco4)CC3)cc21
 : 96	0	12	95	-25	98	97	98	98	43	0.5
Cn1c(SCC(=O)NC(=O)NCc2ccco2)nnc1-c1ccccc1
 : 101	0	5	100	-26	104	109	104	107	28	0.3
COc1ccc(NC(=O)Nc2ccccc2F)cc1
 : 104	8	7	103	7	102	107	102	103	6	0.7
O=C(COC(=O)CCc1ccc(S(=O)(=O)N2CCOCC2)cc1)Nc1ccc(Cl)cn1
 : 102&96	1&1	38&23	104	-24	103	104&106	101	105	16	0.2&0.0
COc1ccc2c(c1)O[C@@H](c1cccc(C(F)(F)F)c1)[C@H](OC(=O)N[C@H]1CCCc3ccccc31)C2=O
 : 103	0	9	100	.	102	107	99	104	-17	1.0
Cc1cc(NC(=O)C2CC(c3ccccc3Cl)=NO2)no1 (centres undefined)
 : 95	3	4	98	.	99	99	98	101	-6	1.0
Cc1ccc(C)c(N2CCN(C(=O)c3cc4sccc4n3C)CC2)c1
 : 101	4	11	99	-14	100	100	99	101	-7	0.9
CCc1noc(C)c1C(=O)Nc1nnc(C2CCCCC2)s1
 : 99	9	10	97	.	96	89	94	92	18	2.0
O=C(/C=C/c1ccccc1)NC1CCCc2ccccc21 (centres undefined)
 : 90	22	7	95	.	97	100	97	99	23	0.5
Cc1nn(C)c(C(=O)N2CCN(C(=O)c3ccco3)CC2)c1Br
 : 104	-1	4	97	16	98	99	98	98	8	0.0
O=C(NNC(=O)C1CCCN(S(=O)(=O)c2ccc3ccccc3c2)C1)C1CC1 (centres undefined)
 : 93	3	32	97	-14	97	99	95	97	12	0.8

Next entries.
Second line of a record – Rab7 wt modul	ABCG2 inh	Avidin bead fluor	Rab2 wt GTP	Pf gametocyte	HRas wt GTP	Rac1 wt modul	Rac1 act GTP bind	Cdc42 wt	Mcl1-Noxa inh	ABCB1 block
CCOC(=O)CC(=O)CSc1nc2sc(C)cc2c(=O)n1Cc1ccco1
 : 101	1	13	99	.	100	98	93	98	11	-0.1
O=C(CC(=O)c1cccc([N+](=O)[O-])c1)Nc1ccccc1Cl
 : 96	-4	8	99	.	98	101	100	95	24	-4.5
COc1ccccc1-c1nnc(SCC(=O)NC2CCS(=O)(=O)C2)n1N (centres undefined)
 : 96	2	12	97	5	99	99	99	101	19	-0.1
COc1ccccc1OCCN1CSC(=S)N(C)C1
 : 100	1	7	95	.	97	101	94	99	22	-0.3
O=C1NC(CCc2ccccc2)C(=O)N1Cc1ccc(Br)cc1 (centres undefined)
 : 93	0	10	96	6	94	95	93	96	5	0.6
CC(C)(C)C(=O)NC(=S)Nc1ccccc1C(N)=O
 : 99	-1	3	99	-22	100	104	101	102	4	-0.1
COc1ccc(C(C)=O)cc1CSc1nc2cc(Cl)ccc2o1
 : 98	3	5	99	-19	101	103	98	102	9	0.3

Bioassay records from PubChem.
